# West Nile virus CPE = inhibition of WNV-induced cytopathic effect – cell-based, CPE readout (AID 1621); CPE inhibition, % at 10 µM; hits with a dose series show IC50 in µM; West Nile virus-infected cells, CPE inhibition; higher % means a stronger effect; hit rate 0.02% among 290,000; in the data active means a potency from the dose series; inconclusive means CPE inhibition mostly from about 3.7% at the one dose, without a potency; inactive means the rest, 99 in 100 with CPE inhibition below about 2.2%; further: strong numbers were not always called active
# NS5 inhibitors = flavivirus cap methylation enzyme inhibition – biochemical, confirmation dose response, primary screen (AID 588689). Dengue-2 NS5 methyltransferase capping enzyme assay, biochemical; higher % means a stronger effect. inhibition, % at 25 µM, or IC50 in µM where a hit was titrated. hit rate 0.3% among 340,000; in the data active means a potency from the dose series; inconclusive means inhibition above about 29% without an active follow-up result
# AID2073 = disruptors of CaV2.2 binding to Mint1 – biochemical, HTRF (AID 2073); inhibition, % at 20 µM; hits with a dose series show IC50 in µM; HTRF protein-protein interaction, Mint1-CaV2.2; higher % means a stronger effect; hit rate 0.19% among 290,000; in the data active means inhibition mostly above about 51%, no sharp cut-off; inconclusive means no clear call, values can overlap the other calls; inactive means mostly below about 53%; further: some results filed as inactive read as strong as hits
# Yfh1-depleted yeast = enhancers of respiration in Yfh1-depleted yeast, dose response, Friedreich's ataxia, plus single-dose screen (AID 1465) | hit rate 0.074% among 220,000 | one-dose fold induction at 50 µM; EC50 in µM for titrated hits | S. cerevisiae Yfh1-off respiration, WST-1 reduction, 72 h; higher fold induction means a stronger effect;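 active means fold induction of absorbance versus untreated yeast above a set limit, then at least 30% activation at any dose in follow-up; inconclusive means repeats straddling the limit, or above it without dose testing; inactive means fold induction below the set limit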;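 further: activators that raise dye reduction in frataxin-depleted yeast; strong numbers were not always called active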
# NOD1 inhibition = NOD1 signaling inhibitors, primary screen, cell-based, luminescence, uHTS (AID 1578). hit rate 1% among 290,000. NOD1-driven NF-kB luciferase reporter cells, luminescence; higher % means a stronger effect. inhibition, % at 4 µM, or EC50 in µM where a hit was titrated; in the data active means inhibition mostly above about 36%, no sharp cut-off; inactive means mostly below about 34%;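 further: HEK-293T reporter cells stimulated with the NOD1 agonist gamma-tri-DAP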
# KOR beta-arrestin-1 = KOR antagonists, beta-arrestin recruitment, cell-based, luminescence, uHTS (AID 1778); KOR beta-arrestin recruitment, luminescence, antagonist mode; higher % means a stronger effect; hit rate 0.091% among 290,000; inhibition, % at 10 µM; hits with a dose series show IC50 in µM; further: strong numbers were not always called active
# NOD2 inhibition = NOD2 signaling inhibitors, cell-based, luminescence, uHTS, HEK293 (AID 1566); HEK293 NOD2/NF-kB luciferase reporter, luminescence; higher % means a stronger effect; inhibition, % at 4 µM, or EC50 in µM where a hit was titrated; hit rate 0.63% among 290,000; further: many of its hits are not listed in these tables
# KOR beta-arrestin-2 = kappa opioid receptor activators – cell-based, luminescence, uHTS, primary screen (AID 1777); KOR beta-arrestin recruitment, luminescence; higher % means a stronger effect; activation, % at 10 µM; hits with a dose series show EC50 in µM; hit rate 0.02% among 280,000; in the data active means activation above about 50%, passing the limit was not always enough; further: a part of the inactive calls stands beside numbers as strong as those of hits
# HIV fusion peptide = inhibitors of HIV fusion peptide binding, primary screen, biochemical, uHTS, fluorescence dequenching (AID 1986); hit rate 0.3% among 290,000; cell-free peptide binding, fluorescence dequenching, 30 min; higher % means a stronger effect; inhibition, % at 20 µM; hits with a dose series show IC50 in µM; in the data active means inhibition mostly above about 52%, no sharp cut-off; inactive means mostly below about 76%; further: some results filed as inactive read as strong as hits
# NS5 inhibitors pilot replicate = also measured in NS5 inhibitors; calls as there; inhibition, %; measured here: pilot screen replicate inhibition
# Active calls of the source: *; i = inactive; u = inconclusive; x = no result given; [ ] = remark or other dose. Unless noted, no stated cut-off is given here; in the data, active means inhibition above about 50%; inactive means the rest. An excerpt. The share of hits here may be higher or lower than overall.
SMILES,West Nile virus CPE,NS5 inhibitors,AID2073,Yfh1-depleted yeast,NOD1 inhibition,KOR beta-arrestin-1,NOD2 inhibition,KOR beta-arrestin-2,HIV fusion peptide,others
O=C(O)CSc1nc(-c2ccccc2)nc2c1CCCC2,0.5%,-10.7%,17.4%,i,-5.9%,4.0%,13.9%,-3.8%,0.1%,
CCOC(=O)CNS(=O)(=O)c1cc(-c2n[nH]c(=O)c3ccccc23)ccc1C,0.5%,-4.8%,-4.3%,i,13.4%,-17.0%,11.2%,-2.4%,-0.7%,
CCOc1cc(CNC2CCCC2)cc(Cl)c1OCc1ccccc1,u,-1.4%,3.3%,i,-17.3%,7.88µM*,12.5%,-1.4%,0.5%,
FC(F)(F)c1ccc(Cl)c(NC(=S)N/N=C/c2ccccc2C(F)(F)F)c1,-0.4%,-1.5%,-14.3%,i,47.5%,-4.2%,19.6%,-4.5%,-3.1%,
COCCN(Cc1ccccc1)C(=S)Nc1ccc(OC(F)F)cc1,-1.4%,-7.1%,-14.7%,i,-1.2%,-31.7%,-15.2%,-2.1%,1.6%,
COc1cc(/C=N\NC(=O)c2ccc(-c3ccccc3)cc2)cc(Br)c1O,-0.5%,17.1%,25.7%,x,x,-12.5%,x,-1.8%,-2.0%,
COc1cccc(CN(C(=O)/C=C/c2ccc(Cl)cc2)C2CCS(=O)(=O)C2)c1 (configuration not stated),-1.2%,-3.8%,-10.5%,i,-9.6%,-10.6%,3.3%,1.9%,1.9%,
COc1cc(OC)cc(C(=O)N[C@@H](CCSC)c2nc3ccccc3[nH]2)c1,0.3%,-7.9%,13.0%,i,-24.8%,4.6%,3.8%,-6.3%,4.2%,
COC(=O)c1sccc1NC(=O)Nc1ccccc1F,-0.5%,x,13.9%,i,-23.8%,-6.1%,2.5%,-4.3%,2.3%,
COc1ccc(S(=O)(=O)NNC(=O)Nc2ccc(C)cc2)c(OC)c1,-0.1%,-5.2%,2.9%,x,-25.2%,-6.9%,-5.1%,12.6%,-0.7%,
COc1ccccc1C(=O)NCCCNC(=O)c1cccnc1,2.7%,5.0%,-6.6%,x,6.5%,-15.3%,13.5%,2.7%,1.7%,
Cc1ccc(C(=O)C(C)OC(=O)Cn2[nH]c(=O)c3ccccc3c2=O)cc1 (configuration not stated),0.0%,2.0%,2.6%,x,-0.4%,-6.2%,15.8%,-2.3%,-0.6%,
C/C(CC(=O)NCCCN1CCOCC1)=N\NC(=O)COc1ccc(C)cc1,-0.3%,4.6%,8.2%,i,-20.8%,36.8%,0.2%,-1.0%,1.8%,
Nc1cc2ccccc2oc1=O,0.2%,-2.7%,-7.6%,i,0.6%,-38.6%,4.4%,0.3%,-5.1%,
Cc1cccc(-c2nnc(SCc3nc4ccccc4[nH]3)n2Cc2ccco2)c1,-0.5%,0.5%,-7.7%,i,-8.2%,28.3%,15.1%,-0.3%,3.0%,
Cc1cc(NC(=O)CSc2nnc3c(C)cc4cc(C)c(C)cc4n23)no1,0.1%,-5.5%,7.5%,i,-1.6%,-0.5%,11.0%,29.1%,-1.6%,
CCOc1cc(S(=O)(=O)N2CCN(C(=O)c3ccco3)CC2)ccc1F,-1.5%,-2.4%,6.8%,x,-26.0%,-14.2%,5.3%,0.8%,-2.1%,
O=c1c(-c2ccnn2-c2ccccc2F)cnc2n1CCS2,-0.1%,-3.2%,12.1%,i,11.8%,-19.8%,13.8%,-3.2%,0.1%,
NC(=O)CN(C/C=C/c1ccccc1)C/C=C/c1ccccc1,-0.2%,-0.8%,-5.0%,x,-8.3%,15.1%,8.6%,5.7%,-0.1%,
Cc1ccc2c(c1)N(CC(=O)NCc1cccnc1)C(=O)CO2,-0.4%,0.0%,-1.1%,i,-17.3%,-5.1%,7.8%,11.8%,0.8%,
Cc1ccc(CCNC(=O)C2CCC(=O)N2Cc2cccnc2)cc1 (configuration not stated),-0.3%,1.4%,17.0%,i,7.3%,-60.4%,-10.4%,11.5%,0.9%,
COc1ccc(OCCSc2nc(-c3ccccc3)cc(=O)[nH]2)cc1,-0.2%,4.2%,41.1%,i,-5.8%,-17.1%,20.9%,0.6%,1.3%,
CCN(CC)c1ncnc2sc3c(c12)CCC3,-0.1%,-11.6%,-3.4%,i,18.5%,-13.7%,40.6%,-1.6%,0.6%,
COCCN(C(=O)COc1ccc(Cl)cc1)c1nnc(-c2cccnc2)s1,0.2%,2.1%,20.4%,i,-39.4%,-1.9%,-7.8%,-6.9%,2.4%,
Cc1csc(Sc2nc3c(c(=O)[nH]c(=O)n3C)n2CCCc2ccccc2)n1,0.0%,-2.4%,6.9%,i,-8.9%,-18.9%,4.8%,6.0%,-0.4%,
CN(C)CCNC(=O)C(c1ccccc1)c1ccccc1,-0.3%,0.0%,8.2%,i,-4.6%,7.8%,4.0%,-4.0%,1.2%,
CCOC(=O)c1cnn(CCOC(=O)C(C)(C)C)c1NC(=O)C(C)(C)C,-0.4%,-5.6%,-1.0%,i,17.7%,-21.3%,-12.5%,8.4%,0.0%,
O=C(CNC(=S)NC(=O)c1ccccc1)c1ccccc1,-1.2%,-5.1%,-11.7%,i,-43.6%,0.2%,-16.6%,7.1%,1.7%,
CC(C)(C)NC(=O)NC(=O)COC(=O)c1nc(-c2ccccc2)n(-c2cccc(C(F)(F)F)c2)n1,0.2%,-1.8%,2.0%,i,-21.9%,-18.2%,8.4%,3.0%,-1.7%,
COc1ccc(OC)c(C2C(C(=O)c3cccs3)=C(O)C(=O)N2c2cc(C)on2)c1 (configuration not stated),0.2%,0.0%,11.4%,i,-16.8%,-24.8%,-5.5%,-3.0%,0.0%,

# Random excerpt: 3 compounds from above.
SMILES,West Nile virus CPE,NS5 inhibitors,AID2073,Yfh1-depleted yeast,NOD1 inhibition,KOR beta-arrestin-1,NOD2 inhibition,KOR beta-arrestin-2,HIV fusion peptide,others
COc1ccc(OCCSc2nc(-c3ccccc3)cc(=O)[nH]2)cc1,-0.2%,4.2%,41.1%,i,-5.8%,-17.1%,20.9%,0.6%,1.3%,
CN(C)CCNC(=O)C(c1ccccc1)c1ccccc1,-0.3%,0.0%,8.2%,i,-4.6%,7.8%,4.0%,-4.0%,1.2%,
COc1ccc(OC)c(C2C(C(=O)c3cccs3)=C(O)C(=O)N2c2cc(C)on2)c1 (configuration not stated),0.2%,0.0%,11.4%,i,-16.8%,-24.8%,-5.5%,-3.0%,0.0%,

# Other records follow:
SMILES,West Nile virus CPE,NS5 inhibitors,AID2073,Yfh1-depleted yeast,NOD1 inhibition,KOR beta-arrestin-1,NOD2 inhibition,KOR beta-arrestin-2,HIV fusion peptide,others
CC(C)Oc1cccc(C(=O)C2CCCN(S(C)(=O)=O)C2)c1 (configuration not stated),-1.2%,0.8%,-7.3%,i,12.6%,-15.0%,3.0%,6.5%,-0.4%,
COc1ccc(Cn2c(=O)[nH]c3cc(C(=O)N4CCN(c5ccccc5OC)CC4)ccc3c2=O)cc1,-0.9%,-4.2%,-10.8%,x,-4.5%,-30.2%,18.7%,7.8%,1.5%,
COC(=O)CSc1nc2ncccc2[nH]1,0.5%,-8.2%,7.4%,i,-11.4%,-0.4%,-5.3%,4.3%,1.0%,
COc1cc(C(=O)Nc2ccccc2-c2nnn(CC(N)=O)n2)cc(OC)c1OC,-0.1%,-3.2%,6.2%,i,-40.1%,-46.6%,13.2%,-1.1%,-0.9%,
CCOC(=O)C1(CCOc2ccccc2)CCN(Cc2cnc(SC)nc2)CC1,-1.4%,4.3%,7.0%,i,1.6%,10.2%[20 µM],12.6%,x,0.7%,
O=C(c1ccc2nc[nH]c2c1)N1CCN(c2cccc(Cl)c2)CC1,-1.1%,0.0%,1.6%,x,-27.1%,-12.0%,11.0%,3.4%,-2.4%,
Cn1c(SCc2ccc(Br)cc2)nnc1-c1ccccn1,0.2%,x,-9.1%,i,-3.6%,3.1%,-2.5%,1.6%,0.9%,
COc1ccc(C(=O)Oc2coc(CSc3nnc(NC(=O)c4cccs4)s3)cc2=O)cc1,-0.2%,-5.1%,22.1%,i,2.2%,-53.2%,-83.4%,-1.2%,9.6%,
CC1=NN(Cc2ccccc2)C(=O)C1C(c1ccccc1)C(C#N)C#N (configuration not stated),-0.1%,55.4µM*,2.8%,i,-14.2%,-64.0%,-17.8%,-0.5%,-0.7%,
COc1ccc(CCNC(=O)c2ccc3c(c2)N(Cc2ccc(F)cc2)CCS3)c(OC)c1,0.3%,-4.5%,11.0%,x,17.2%,-12.3%,11.2%,3.1%,-0.1%,
Cc1ccc2nc(-c3ccc(NS(=O)(=O)c4c(C)n(C)c(=O)n(C)c4=O)cc3)sc2c1,-0.6%,-2.1%,24.8%,i,-10.3%,4.0%,-184.8%,3.6%,1.1%,
Cc1ccc(CCNc2ccccc2)c[n+]1[O-],-0.2%,5.6%,-3.8%,i,-0.1%,4.8%,2.5%,-0.4%,-0.1%,
COc1ccc(C(=O)NCc2ccc(C(=O)O)o2)cc1,-1.1%,-2.6%,-1.5%,x,-1.2%,-35.3%[20 µM],16.2%,-1.7%,0.2%,NS5 inhibitors pilot replicate=3.0
CCOc1nc(Nc2ccc(OC)cc2)nc(N2CCOCC2)n1,-0.7%,-12.7%,-2.9%,i,-27.6%,26.3%,6.7%,-0.8%,0.2%,
COc1ccccc1NC(=O)CSc1nnc(-c2ccco2)n1N,0.2%,-2.7%,4.4%,x,-25.2%,-35.9%,-4.7%,1.2%,-0.3%,
Cc1ccc2[nH]c3c(=O)n(CCCN4CCOCC4)cnc3c2c1,-0.7%,-5.7%,2.4%,i,-1.3%,-32.3%,-18.4%,-4.6%,-0.2%,
O=[N+]([O-])c1ccc(N2CCN(S(=O)(=O)c3ccc4ccccc4c3)CC2)cc1NCc1ccco1,-0.1%,3.4%,11.4%,i,-8.4%,-8.9%,-19.4%,-0.4%,-2.1%,
CCOC(=O)CSc1nc2cc(OCC)ccc2cc1C#N,-0.7%,u,13.9%,i,-32.3%,-4.3%,-93.7%,10.5%,4.9%,
CCC1=C(OC(=O)N(CC)CC)N2C(=O)OC(=NCC3CC3)[C@]2(Cc2ccccc2)[C@H]2C1=CC[C@H]1C(=O)N(CC)C(=O)[C@H]12,-1.2%,-0.8%,-3.2%,i,3.3%,18.1%,3.8%,-2.7%,-0.2%,
CN(C)N1C(N)=C(C#N)C(c2ccc(Br)cc2)C2=C1CC(C)(C)CC2=O (configuration not stated),-0.6%,1.4%,0.2%,x,-10.7%,-47.5%,-17.9%,-1.1%,3.4%,
CCN(CC(=O)NCc1cccs1)C(=O)c1cc(S(=O)(=O)N2CCOCC2)ccc1C,-0.2%,24.1%,19.7%,i,-8.3%,33.1%,13.0%,-1.6%,1.7%,
COc1cccc(C(=O)Nc2ccc3[nH]c(=O)[nH]c3c2)c1OC,0.1%,-3.2%,-0.2%,x,-4.3%,-3.7%,11.0%,-3.9%,-2.9%,
COc1ccc(CCNC(=O)CNC(=O)c2ccc3c(c2)OCO3)cc1OC,-0.2%,-0.8%,4.9%,x,-9.2%,-25.9%,-1.9%,1.8%,-0.6%,
CC(C)CNc1nc(SCC(=O)Nc2ccccc2)nc(N2CCOCC2)n1,-1.3%,-3.7%,-1.1%,i,-15.8%,8.2%,3.4%,-2.5%,-1.9%,

# Screening data from PubChem BioAssay.
